Source: PubChem
Gli-Sufu antag = Gli-Sufu pathway antagonists, primary screen, luciferase luminescence, Sufu-KO-LIGHT cells, uHTS | Sufu-KO-LIGHT fibroblasts, Gli luciferase reporter luminescence | 0.74% of 340,000 active | AID 588413, 2011 | inhibition, % at 5 µM;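 active = inhibition above about 55%, limit read from the data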;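 note: 0% = DMSO-treated cells and 100% = wells with medium but no cells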
HKDC1 inhibitor = HKDC1 hexokinase inhibitors, primary screen, biochemical, fluorescence, uHTS; inhibition, % at 20 µM; 0.16% of 340,000 active; recombinant HKDC1, G6PDH/diaphorase resazurin coupled fluorescence; Q2TB90;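 active = inhibition above about 35% when tested at 20 µM, limit read from the data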;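 note: plate controls were DMSO wells with enzyme for no effect and DMSO wells lacking enzyme for full effect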
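Assay system – recombinant HKDC1 (HK5) hexokinase enzyme, produced in-house · Input – HKDC1 at 5 µg/mL · Reagent – glucose plus 1 mM ATP as hexokinase substrates · Timing – 90 min reaction incubation at room temperature, dark · Measured by – G6PDH/diaphorase-coupled fluorescence, 1 mM NADP, 100 µM resazurin, 525/613 nm · Benchmarks – DMSO-enzyme wells negative, buffer-substituted wells positive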
The depositor's hits bear a star. Not all compounds are listed; count on the stated rates, not on these rows.

Results follow in this order: Gli-Sufu antag, HKDC1 inhibitor
> CCCCCn1c(SCC(=O)c2ccccc2)nc2cc(C(=O)NCC3CCCO3)ccc2c1=O (configuration not stated)
 : 6, -3
> CCC(C)N(C(=O)CSc1nc(-c2cccs2)nc2ccccc12)C1CCS(=O)(=O)C1 (configuration not stated)
 : 44, -2
> CC1=CC(=O)C=C(C)C1=NOS(=O)(=O)c1ccccc1
 : 4, 12
> CCN(C(=O)COC(=O)c1c2c(nc3ccccc13)CCC2)c1c(N)n(Cc2ccccc2)c(=O)[nH]c1=O
 : 6, -5
> Cc1ccccc1Oc1cc(-n2ncc(Cl)c(Cl)c2=O)ncn1
 : 42, 26
> C#CC1(O)CCCC2C3CCC4CC(OC(C)=O)CCC4(C)C3C(=O)CC21C (configuration not stated)
 : -4, -1
> CC(C)Oc1ccc2ccccc2c1CNC[C@H]1O[C@@H](n2cnc(C(N)=O)n2)[C@H](O)[C@@H]1O
 : 1, -6
> O=P1(NC2CCCC2)OCC2(CO1)COP(=O)(NC1CCCC1)OC2 (configuration not stated)
 : 5, -4
> COC(=O)c1c(NC(=O)c2ccccc2N(C)S(=O)(=O)c2ccccc2)sc2c1CCCC2
 : 6, -6
> COc1ccccc1-c1cccc([C@@H]2C[C@H]3[C@H](CON3C)CN2C(=O)CCc2ccccc2)c1
 : -1, -6
> COC(=O)[C@H]1[C@H](CCc2ccccc2)NC(=O)N(Cc2ccccc2)[C@@H]1C
 : -9, 2
> O=C1C=CC(=Nc2ccc3c(c2)Cc2ccccc2-3)O1
 : -6, -3
> CN(C)C(CNC(=O)c1cccc(S(=O)(=O)Nc2ccccc2Cl)c1)c1ccccc1 (configuration not stated)
 : 10, 1
> O=C(Nc1ccc(Cl)cc1)C1C2CCC3C(CCC21)C3(Cl)Cl (configuration not stated)
 : -17, -9
> Cc1nc(-c2ccc(F)cc2)c(CC(=O)N(C)CC(=O)Nc2ccc(Cl)c(C(F)(F)F)c2)s1
 : -3, 2
> O=C(O)c1ccc(-n2cc(-c3cc4ccccc4oc3=O)[nH]c2=S)cc1
 : 8, -7
> COC(=O)[C@@H](NCc1ccc(B(O)O)cc1)C(C)C
 : -2, -6
> O=C(Nc1ccc2c(c1)OCO2)c1cc2ncc(Br)cn2n1
 : 10, 4
> CSc1nc(N)nc2c1ncn2C1OC(CO)C(O)C1O (configuration not stated)
 : 5, -4
> COc1cc2c(c(OC)c1OC)-c1ccc(SC)c(=O)cc1C(N)CC2 (configuration not stated)
 : 56*, 0
> O=C(Nc1ccn(CCCNCCN2CCOCC2)c(=O)n1)OCc1ccccc1
 : -3, -7
> Cc1ccc(-c2cc(C(=O)NC3=NCCS3)c3ccccc3n2)cc1C
 : 0, 2
> CCCCN1C(=O)/C(=C/C=C2\Oc3ccccc3N2CC)SC1=S
 : 6, 2
> O=C1OCC2=C1C(c1ccc(F)cc1)c1cc3c(cc1N2)OCCO3 (configuration not stated)
 : 57*, -2
> O=C(NCc1ccc(Cl)cc1)c1ccc2nc[nH]c2c1
 : -1, -11
> O=C(NCCc1ccccc1)c1cccc(NC(=O)C2CC2)c1
 : -75, 0
> C/C(=C/C(=O)N1CCN(C)CC1)C(=O)O
 : -2, -5
> O=C1NC(=S)NC1(c1ccccc1)c1ccccc1
 : -1, -9
> O=C(Cc1ccc(NC(=O)C2CCN(C(=O)C3CC3)CC2)cc1)Nc1cccc(C(=O)N2CCCC2)c1
 : -6, -4
> CCOC(=O)Cc1cc(=O)[nH]n(-c2ccccc2)c1=O
 : -11, -3

Exported comma-delimited: entries from further up
structure,Gli-Sufu antag,HKDC1 inhibitor
O=C(NCCc1ccccc1)c1cccc(NC(=O)C2CC2)c1,-75,0
Cc1ccc(-c2cc(C(=O)NC3=NCCS3)c3ccccc3n2)cc1C,0,2

Further records.
Results follow in this order: Gli-Sufu antag, HKDC1 inhibitor
> Cc1ccccc1Oc1ccc2c(c1)[C@@H]1C[C@H]3[C@@H](C(=O)N1CC2)[C@H](C)ON3C
 : 7, 1
> CNC(=O)C1CC(=O)N(c2ccc(OCC(=O)Nc3ccc(F)cc3)cc2)C1 (configuration not stated)
 : -7, 3
> CCC(=Nc1ccc(Cc2ccncc2)cc1)c1c(O)n(C)c(=O)n(C)c1=O
 : 3, 0
> N#C/C(=C\Nc1ccccc1O)c1nc2ccccc2o1
 : 32, -5
> O=C1c2ccccc2C(=O)N1c1ccccc1
 : 3, -7
> Nc1cc2c(cc1[N+](=O)[O-])-c1ccccc1C2=NO
 : -25, 3
> Oc1cccc(C=NN=C2c3ccccc3-c3ccccc32)c1
 : 1, 3
> COc1cc(C(=O)Nc2nnc(Cc3ccccc3)s2)cc(OC)c1OC
 : 12, -1
> CC1=Nc2ccccc2/C1=C/c1sc(=S)n(-c2cccc(C(=O)O)c2)c1O
 : -10, 14
> O=C(NN=Cc1ccccc1O)C1CC1
 : 3, -12
> COc1ccc(C2=Nn3c(nnc3-c3ccccc3OC)SC2)cc1OC
 : 47, -3
> Cc1ccc(C(=O)Cc2ccccc2)cc1
 : -36, 2
> CN(C(=O)c1cccc(NC(=O)Cc2ccc(NC(=O)C3CCCN(C(=O)C4CC4)C3)cc2)c1)C1CCCC1 (configuration not stated)
 : -26, -5
> CN(C)C(CNC(=O)c1cc2ccccc2o1)c1ccccc1 (configuration not stated)
 : 13, -1
> COCCCN(C(=O)Cc1ccc(S(=O)(=O)N2CCOCC2)s1)c1c(N)n(Cc2ccccc2)c(=O)[nH]c1=O
 : 2, -2
> CC(=NN(Cc1ccccc1)c1ccccc1)c1ccccc1
 : 1, -5
> COc1ccc(-c2nc3c(C(=O)NCCN(C)C)cccc3c3ccccc23)cc1
 : 18, 39*
> N=C1C(=O)NC(=O)C1c1ccccc1 (configuration not stated)
 : -2, -8
> COc1ccc(NC(=O)CSc2nc3ccccc3c3nc4ccccc4n23)cc1
 : -1, 17
> CO[C@H]1/C=C/O[C@@]2(C)Oc3c(C)c(O)c4c(O)c(c5c(c4c3C2=O)NC2(CCN(CC(C)C)CC2)N=5)=NC(=O)/C(C)=C\C=C\[C@H](C)[C@H](O)[C@@H](C)[C@@H](O)[C@@H](C)[C@H](OC(C)=O)[C@@H]1C
 : -16, -1
> S=c1[nH]nc(-c2ccc3ccccc3n2)n1-c1ccccc1Cl
 : 6, 1
> O=C1c2ccccc2C(=O)N1CCC1(O)C(c2ccccc2)=Nc2ccccc21 (configuration not stated)
 : -9, -5
> O=C(/C=C/c1ccco1)c1cccc([N+](=O)[O-])c1
 : 9, 6
> O=C(CCl)Nc1ccc(N=Nc2ccccc2)cc1
 : -31, 10
> Nc1ccn(C2CCCO2)c(=O)n1 (configuration not stated)
 : 0, -7
> CCN1C[C@@H]2[C@@H]3C(=O)N(Cc4ccccc4)C(=O)[C@@H]3[C@](C)(C1=O)N2C(=O)c1ccc(C(C)(C)C)cc1
 : -2, -2
> Cc1ccc2c(c1)C(O)(c1c(C)[nH]c3ccccc13)C(=O)N2 (configuration not stated)
 : 0, 4
> COc1ccc(Cl)cc1C=CC=Nc1ccc(S(N)(=O)=O)cc1
 : -8, 9
> CCC(=O)Nc1cccc(C(=O)OCc2cccc([N+](=O)[O-])c2)c1
 : -7, -6
> COc1cccc(CNC(=O)C2CCN(S(=O)(=O)c3ccc(F)cc3)CC2)c1
 : -29, -1
> Cc1ccc(C)c(C2=NNC(=NCc3ccccc3)SC2)c1
 : -5, -2
> CC1CC(C)C(=O)C(C(CC2CC(=O)NC(=O)C2)OC(=O)CC(=O)c2ccccc2)C1 (configuration not stated)
 : 42, -5
> COCCN1C(=O)C(C(=O)OC)CC2=C1CC(C)(C)CC2=O (configuration not stated)
 : -1, -7
> O=C(NCC1COc2ccccc2O1)c1c[nH]c2ccc(S(=O)(=O)N3CCOCC3)cc2c1=O (configuration not stated)
 : 0, 2
> Cc1ccc(NC(=O)CN(C)C(=O)Cn2ncc(Cl)c(Cl)c2=O)cc1
 : 1, -1
> CCCCn1cnc2c(SCc3ccccc3)nc(N)nc21
 : -10, -2
> C/C(Sc1nnc(Cc2ccccc2)o1)=C(\O)c1ccccc1
 : 3, 2
> N#CCCCCN1CCCC1
 : -31, 3
> CN(c1ccc(OCC(=O)OCC(=O)Nc2ccc([N+](=O)[O-])cc2)cc1)S(=O)(=O)c1cccs1
 : -1, 0
> O=C(c1ccccc1)C1OC1C(=O)c1ccccc1 (configuration not stated)
 : -29, -2
> CN1CCN(S(=O)(=O)c2ccc(Cl)c(C(F)(F)F)c2)CC1
 : -19, -5
> C=C(CCO)C1=CCN(S(=O)C(C)(C)C)[C@H]1CCO (some centres not stated)
 : 4, -1
> NC(CSC(c1ccccc1)(c1ccccc1)c1ccccc1)C(=O)O (configuration not stated)
 : 13, 0
> O=C(Cc1cccc(NC(=O)C2CCCN(C(=O)C3CCCCC3)C2)c1)Nc1cccc(C(=O)N2CCOCC2)c1 (configuration not stated)
 : 7, -2
> O=C(O)C(S)C(S)C(=O)O (configuration not stated)
 : 1, -4
> CC(=O)n1nc(-c2ccc(C)cc2)nc1NCc1ccc(F)cc1
 : -31, -1
> O=S(=O)(CCS(=O)(=O)c1ccccc1)c1ccccc1
 : 5, -8
> O=C1CCc2cc(Br)ccc2O1
 : 5, 10
> O=c1ccc(N=Nc2ccccc2)ccc1O
 : -9, 3
> CSc1nc(SCC(=O)O)c2sc3nc(-c4ccccc4)c4c(c3c2n1)CCC4
 : 5, 33
> OC(COc1cccc2ccccc12)CN1CCN(c2ccccc2Cl)CC1 (configuration not stated)
 : 6, -2
> O=C(O)CCC(=O)Nc1ccc(N=Nc2ccccc2)cc1
 : 3, 0
> Cc1ccc(S(=O)(=O)c2ccc(NN)cc2)cc1
 : 1, 1
> C=CCOc1ccnc(-c2ccccc2)n1
 : -1, -2
> CC(=O)c1ccc(CCCc2ccc(C(C)=O)cc2)cc1
 : -7, 1
> O=C(NNC(=O)c1ccc(Cl)cc1Cl)c1ccc2ccccc2c1
 : 7, -7
> Cc1ccc(S(=O)(=O)/N=C2/C=C(Sc3ncn[nH]3)C(=O)c3ccccc32)cc1
 : 22, 69*
> CCOc1ncccc1C(=O)OCc1cc(=O)oc2c(C)c(C)ccc12
 : -8, 0
> O=C1C=CC2C3C(=O)N(c4ccccc4)C(=O)C3C1N2Cc1ccccc1 (configuration not stated)
 : -12, 20
> COc1ccc(CN(C)CCCn2cnc3c(OCc4ccccc4)ncnc32)cc1OC
 : 1, -1

Sorted by SMILES length (rising): part of the list above.
Results follow in this order: Gli-Sufu antag, HKDC1 inhibitor
> O=C1CCc2cc(Br)ccc2O1
 : 5, 10
> O=C(NNC(=O)c1ccc(Cl)cc1Cl)c1ccc2ccccc2c1
 : 7, -7
> Cc1ccc(NC(=O)CN(C)C(=O)Cn2ncc(Cl)c(Cl)c2=O)cc1
 : 1, -1
> CSc1nc(SCC(=O)O)c2sc3nc(-c4ccccc4)c4c(c3c2n1)CCC4
 : 5, 33

Next part:
Results follow in this order: Gli-Sufu antag, HKDC1 inhibitor
> COc1ccc(O)c(/C=N/NC(=S)Nc2cccc(S(=O)(=O)N(C)C)c2)c1
 : 4, -31
> CCOC(=O)c1cnc2scnn2c1=O
 : 10, -5
> Cc1cc2ncn(S(=O)(=O)c3ccc(S(N)(=O)=O)cc3)c2cc1C
 : -14, 8
> Cc1ccc(-c2nc(-c3ccncc3)no2)cc1
 : -61, -7
> COc1ccccc1C(=O)NC(CCSC)C(=O)OCC(=O)N1CCN(S(=O)(=O)c2ccc(C)cc2)CC1 (configuration not stated)
 : 2, -2
> CCN(CC(=O)Nc1ccc(NC(C)=O)cc1)C(=O)C1CCN(C(=O)c2ccccc2C)CC1
 : -13, -6
> Cc1ccc(-c2nc(N)sc2-c2ccc(C)cc2)cc1
 : -4, -3
> CC(CCCN1CCCC1)Nc1ccnc2cc(Cl)ccc12 (configuration not stated)
 : 7, 0
> COc1ccccc1NS(=O)(=O)c1ccc(NC(=O)c2nc3ncccn3n2)cc1
 : 10, 0
> CCOc1ccc(CCNC(=O)c2ccc(C)c(S(=O)(=O)N3CCOCC3)c2)cc1OCC
 : 3, -4
> N#C/C(=C\C1=C(N2CCOCC2)C(=C/c2cccc([N+](=O)[O-])c2)/CC1)C(=O)Nc1ccccc1F
 : 32, 4
> COC(=O)[C@@H](Cc1c[nH]c2ccccc12)NCc1ccc(B(O)O)cc1
 : -8, 3
> Cc1cc(C)cc(Oc2nc3c(C)cccn3c(=O)c2/C=C(\C#N)C(=O)NC2CCS(=O)(=O)C2)c1 (configuration not stated)
 : 2, 10
> CCOC(=O)C1(C(=O)OCC)COC(=O)C2(CC)OC21 (configuration not stated)
 : -9, -3
> CCOC(=O)N(Cc1ccccc1)C1CC1
 : 1, -5
> Cc1cccc(NC(=O)CNC(=O)CN2C(=O)NC(C)(CCC(C)C)C2=O)c1C (configuration not stated)
 : -15, 0
> N#CC1(Nc2ccc([N+](=O)[O-])cc2)CCCC1
 : -5, 6
> CN(C(=S)Nc1ccc(Oc2ccccc2)cc1)c1ccc(O)cc1
 : 9, 6
> Cc1ccccc1NC(=O)CN1C(=O)N/C(=C\c2ccccc2OCc2ccc(C(=O)O)cc2)C1=O
 : -7, 5
> O=C(NNC(=O)c1cccc2ccccc12)c1ccc(Br)cc1
 : -24, -6
> CCC(=O)Nc1ccc2c(c1)Cc1cc([N+](=O)[O-])ccc1-2
 : -69, -5
> C#CCN1C=CC(=O)[C@@H](OC(=O)Nc2ccc(Br)cc2)[C@H]1c1ccccc1Br
 : 27, -2
> CC(NCCN(C)C)C1CCC2C3CCc4cc(O)ccc4C3CCC12C (configuration not stated)
 : 12, 2
> COc1ccc(Cn2nnnc2C(c2ccccc2Cl)N2CCN(C3CCCC3)CC2)cc1 (configuration not stated)
 : 15, 7
> C/C(=C\c1ccccc1)C(=O)Nc1nccs1
 : -80, -5
> CC1CCCN1c1ccnc2cc(Cl)ccc12 (configuration not stated)
 : 15, -18
